High-throughput results (PubChem)
Dicer inh: blocks human Dicer maturation of pre-miR-21; Q9UPY3; cat-ELCCA pre-miR-21 Dicer processing, chemiluminescence; hits give high values; z-score at 25 µM; 6% of 47,000 active; in the data active = z-score above about 3, passing the limit was not always enough;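 also: plate controls were vehicle for no effect and no enzyme for full effect; higher signal means more uncleaved substrate so more Dicer inhibition; strong numbers were not always called active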
An asterisk follows results filed as active.

The opening four compounds (preview)
SMILES	Dicer inh
O=C(Nc1ccc(-n2nc(C(F)(F)F)cc2C(F)(F)F)cc1)c1ccc(Cl)cc1	-0.44
COc1ccc(S(=O)(=O)N2CCN(S(=O)(=O)c3ccc4ccccc4c3)CC2)cc1	1.15
O=c1nc(/C=C/c2ccc(-c3ccc(F)c(Cl)c3)o2)cc(C(F)(F)F)[nH]1	0.21
O=C(Nc1ccc(F)cc1)c1ccc(S(=O)(=O)N2CCOCC2)o1	-0.45

The listing (from the top)
SMILES	Dicer inh
O=C(Nc1ccc(-n2nc(C(F)(F)F)cc2C(F)(F)F)cc1)c1ccc(Cl)cc1	-0.44
COc1ccc(S(=O)(=O)N2CCN(S(=O)(=O)c3ccc4ccccc4c3)CC2)cc1	1.15
O=c1nc(/C=C/c2ccc(-c3ccc(F)c(Cl)c3)o2)cc(C(F)(F)F)[nH]1	0.21
O=C(Nc1ccc(F)cc1)c1ccc(S(=O)(=O)N2CCOCC2)o1	-0.45
CCCCCCCc1ccc(C(=O)NC(=S)Nc2cccc(C)n2)cc1	-0.83
Nc1ccccc1-c1nc(-c2ccc(Cl)cc2)no1	-0.26
Cc1ccc(-c2[nH]ncc2Sc2ccc(C(F)(F)F)cn2)cc1	-0.86
O=c1[nH]c(=O)n(CCO)c2n[nH]nc12	1.42
COC(=O)c1cnc(SCc2c(Cl)cccc2Cl)n1C	-1.8
CC(C)(C)CC(C)(C)NC(=O)c1c(F)cccc1F	-0.18
COC(=O)C1=C(C)N=C2SC(C)C(=O)N2C1c1ccc(Cl)cc1 (stereo not given)	1.96
CN(/C=C/c1nnnn1-c1ccccc1)CCN(C)/C=C/c1nnnn1-c1ccccc1	0.34
Cc1ccnc(Nc2nc(-c3ccc(O)c(O)c3)cs2)c1	3.86*
O=C(Nc1csc2ccccc12)N1CCSCC1	-0.3
c1ccc(-c2nnc(Sc3c4c(nc5ncnn35)CCC4)n2-c2ccccc2)cc1	1.87
COc1ccc(Cc2nc(-c3ccc(Cl)cc3)no2)cc1OC	-0.77
CC(=O)c1ccc2c(c1)Cc1cc(C(C)=O)ccc1-2	-1.4
Cc1csc(NC(=O)C(F)(F)F)c1-c1nc2ccccc2s1	0.44
CC(C)(C)NS(=O)(=O)C1CCS(=O)(=O)C1 (stereo not given)	12.2
Cn1c(SCc2nn[nH]n2)nc2c1c(=O)n(Cc1ccccc1Cl)c(=O)n2C	0.16
Cc1nc(C)c(S(=O)(=O)N2CCC(C(=O)c3ccccc3)CC2)s1	-0.13
CN(Cc1ccccc1)C(=O)CSc1nc(-c2ccco2)cc(C(F)(F)F)n1	-0.28
Cc1ccc(-n2c(-c3ccccc3)c[n+]3c2CCCCC3)cc1	-1.54
O=C(OCCSc1ccc(Cl)cn1)c1cccc(Cl)c1	-1.12
CCCCOC(=O)C1C2C=CC3(CN(CCc4ccccc4)C(=O)C13)O2 (stereo not given)	-0.1
Cn1cnc2c1c(=O)n(Cc1cc3c(cc1Br)OCO3)c(=O)n2C	-0.91
COc1ccc(-c2nc(-c3cc4cc(OC)ccc4[nH]c3=O)no2)cc1	0.8
Cc1onc(C(=O)N(C)C)c1-c1ccnc(=S)[nH]1	1.18
CCOC(=O)c1cnc(Nc2nc(-c3ccccc3)c3ccccc3n2)nc1C	0.83
CC(=O)N(CC(C)C(=O)O)c1c(I)cc(I)c(N)c1I (stereo not given)	-0.22
COc1ccc(-c2coc3c(C)c4oc(=O)c5ccccc5c4cc23)cc1F	-0.69
CCc1ccnc(NS(=O)(=O)c2ccccc2)c1	3.77*
C=CCOc1ccc(C2CC(=O)Nc3nc(N)[nH]c(=O)c32)cc1 (stereo not given)	-0.85
Cn1c(=O)[nH]c(=O)c2c1nc(NCc1ccco1)n2Cc1ccc(F)cc1	-2.74
COC(OC)c1nc(SCC(=O)Nc2ccc(C(C)C)cc2)ncc1C(=O)O	-2.07
C=CCn1c(Sc2ncnc3c2sc(=S)n3CC=C)nnc1-c1ccccc1	-1.23
COC(=O)Cn1c(C(O)c2ccccc2)nc2ccccc21 (stereo not given)	0.07
CC(=O)N/C(=C/c1ccc(Cl)c(Cl)c1)C(=O)O	-0.62
c1csc(CNc2nc3ccccc3n2CCN2CCOCC2)c1	2.23
O=C(CN1C(=O)c2ccccc2C1=O)c1cccc(C(F)(F)F)c1	-0.87

3 structures already listed, ordered by molecular weight, largest number first.
SMILES	Dicer inh
COc1ccc(S(=O)(=O)N2CCN(S(=O)(=O)c3ccc4ccccc4c3)CC2)cc1	1.15
CN(/C=C/c1nnnn1-c1ccccc1)CCN(C)/C=C/c1nnnn1-c1ccccc1	0.34
COC(=O)Cn1c(C(O)c2ccccc2)nc2ccccc21 (stereo not given)	0.07

(continued)
SMILES	Dicer inh
C=CCNC(=O)CSc1nccc(-c2sc3scc(C)c3c2C)n1	-0.09
Cc1cc(NC(=O)C2CC(c3c(F)cccc3Cl)=NO2)no1 (stereo not given)	-0.76
Cn1c(=O)c2c(ncn2CC(=O)NCc2ccncc2)n(C)c1=O	1.7
CCc1ccc(S(=O)(=O)Nc2cc(Cl)c3oc(=O)sc3c2)cc1	14.8*
Nc1cnc(Oc2c(Cl)cccc2Cl)c(C(F)(F)F)c1	7.31
CCOC(=O)c1cc2cc(OCc3ccccc3)ccc2n1C(=O)c1ccccc1C(=O)O	3.07*
CCN1CCCC1CNC(=O)c1cc(S(N)(=O)=O)ccc1OC (stereo not given)	0.26
Cc1c(CCC(=O)O)c(=O)n2c([nH]c3ccccc32)c1C#N	-1.46
COC(=O)c1cc(-c2ccc(S(=O)(=O)N(CCC#N)Cc3ccco3)cc2)c(C(F)(F)F)s1	-2.44
O=C(O)C1CCCCC1C(=O)Nc1ccc(N2CCOCC2)c2nonc12 (stereo not given)	-4.46
CC(C)(C)C(=O)NNC(=O)c1cc2sccc2s1	-0.51
O=C(/C=C/Oc1ccc(Cl)cc1)c1ccc(Br)cc1	0.38
CN(C)c1ccc(Oc2ccc3c(c2)CCC2C3CCC3(C)C(=O)CCC23)cc1 (stereo not given)	2.18
CCOC(=O)c1c(-c2ccc(C)cc2)csc1N	-0.33
O=C(CSc1nnc2n1CCCN2)c1ccccc1	1.39
CCSc1ccc(/C(N)=N/OC(=O)c2cccs2)cn1	-1.18
C=CCOc1ccc(/C(O)=C2/C(=O)C(=O)N(CCOC)C23C(=O)N(CC)c2ccccc23)cc1 (stereo not given)	-0.44
O=C(O)Cc1nc2ccc(Cl)cc2[nH]1	-0.26
COc1ccc(OC)c(C(=O)c2oc3ccc(OC)cc3c2N)c1	-0.97
N#C/C(=N\OS(=O)(=O)c1ccc(Cl)c(Cl)c1)c1c(Cl)cccc1Cl	-0.19
COc1cccc(OCCn2cc(C(=O)c3ccco3)c3ccccc32)c1	-1.42
Cc1ccc(-c2nnc(Nc3cccc(O)c3)c3ccccc23)cc1S(=O)(=O)N(C)C	0.46
C=CCSc1nc2c(C(=O)OCC)nnn2c2ccccc12	-0.53
CC1(C)SC(c2ccccc2)N[C@H]1C(=O)O (stereo not given in full)	0.58
N#Cc1sccc1CS(=O)c1ccc(Cl)cc1 (stereo not given)	-0.38
O=C(NC1CCCCC1)C1Cc2ccccc2CN1S(=O)(=O)c1ccc(F)cc1 (stereo not given)	-0.1
COCCCn1c2c(c(=O)[nH]c1=O)C(c1cccc(OC)c1)C1=C(N2)c2ccccc2C1=O (stereo not given)	-0.15
COc1ccc(S(=O)(=O)Nc2ccc3c(c2)CS(=O)(=O)C3)cc1	-0.04
CCN(CC)CCn1c(NCc2cc(OC)ccc2OC)nc2ccccc21	2.55
CC(C)C[C@H](NC(=O)[C@@H]1CCCN1C(=O)OCc1ccccc1)C(=O)O	0.2
C#CC(CN1CCCCC1)N1CCCCC1 (stereo not given)	0.16
COc1ccc(N)c(Sc2ccc(Cl)cc2)n1	-2.96
CC(=O)NN(C)c1ccc(C(F)(F)F)cc1NC(=O)c1sc2ccccc2c1Cl	0.08
COc1cc(C)nc2nc(S(C)(=O)=O)nn12	-0.79
CC(C)(O)C#Cc1ccc(C2NCCS2)cc1 (stereo not given)	259*
CCOc1cc(C2C(C#N)=C(N)Oc3c2ccc2ccccc32)ccc1O (stereo not given)	7.19*
NC(=O)c1sc(-c2ccc(Cl)cc2)cc1N1C(=O)c2cccc3cc([N+](=O)[O-])cc(c23)C1=O	1.1
O=S(=O)(NC1CCN(Cc2ccccc2)CC1)c1cccs1	10.4
C=CCN(CC=C)Cc1c(C)[nH]c2ccc(Br)cc2c1=O	0.25
Cc1cn(CCC(=O)O)c2ccccc12	1.51

Shown as a markdown table: part of the list above.
| SMILES | Dicer inh |
| --- | --- |
| Cn1cnc2c1c(=O)n(Cc1cc3c(cc1Br)OCO3)c(=O)n2C | -0.91 |
| COc1ccc(-c2nc(-c3cc4cc(OC)ccc4[nH]c3=O)no2)cc1 | 0.8 |

Next part
SMILES	Dicer inh
COc1ccc2c(=O)c(Oc3ccccc3Br)c(C(F)(F)F)oc2c1	0.48
COc1ccc(N(C(=O)c2ccco2)S(=O)(=O)c2ccc3c(c2)n(C)c(=O)n3C)cc1	1.72
COC(=O)c1ccc(C2C(C(=O)OCCOC(C)C)=C(C)NC3=C2C(=O)CC(C)(C)C3)cc1 (stereo not given)	-4.34
CSC1=C(C#N)C(=O)NC(c2ccc(Cl)cc2Cl)S1 (stereo not given)	1.04
Cc1cc(C)nc(SCC(=O)Nc2ccc(Br)cc2)n1	0.91
ClC1=C(CN2CCSCC2)CSc2ccc(Cl)cc21	0.72
CCOc1ccc2nc(Nc3nccc(C)n3)nc(C)c2c1	-0.08
O=C(c1cn(CCOc2ccccc2Cl)c2ccccc12)C1CC1	-1.21
CN(C)S(=O)(=O)Nc1ccccc1	-0.03
CCSc1nnc2c(n1)OC(c1cn(C(C)=O)nc1-c1ccccc1)N(C(C)=O)c1ccccc1-2 (stereo not given)	0.04
CCn1c2ccccc2c2nnc(SCC(=O)Nc3cc(C)on3)nc21	1.71
O=C(O)c1cc(Cl)cc(Cl)c1-c1c(Cl)cc(Cl)cc1C(=O)O	-0.2
CC(C(=O)O)c1ccc(N2Cc3ccccc3C2=O)cc1 (stereo not given)	0.42
CCOC(=O)N1CCc2c(sc3c2C(=O)NC(c2cc4c(cc2Cl)OCO4)N3)C1 (stereo not given)	0.78
CCOC(=O)c1cc(-n2cccc2)ccc1N1CCCCC1	-0.9
CC(C)COC(=O)C(C)Nc1n[nH]c(=O)[nH]c1=O (stereo not given)	-0.34
Cc1ccc(CNc2nc3ccccc3n2CCN2CCOCC2)cc1	1.59
Cc1ccc(O)c(C2Nc3ccccc3NC3=C2C(=O)CC(C)(C)C3)c1 (stereo not given)	1.54
CCOC(=O)/C(C#N)=C/Nc1nc2c(OC)cccc2s1	1.56
Cc1sc2nc(SCCCC(=O)NCCO)nc(N)c2c1C	2.94

Single values from above.
Under Dicer inh, `COC(=O)c1ccc(C2C(C(=O)OCCOC(C)C)=C(C)NC3=C2C(=O)CC(C)(C)C3)cc1` (stereo not given) is listed with -4.34
Under Dicer inh, `CSC1=C(C#N)C(=O)NC(c2ccc(Cl)cc2Cl)S1` (stereo not given) is listed with 1.04

The results go on:
SMILES	Dicer inh
CCCCOC(=O)c1c(C)n(S(C)(=O)=O)c2ccc(NS(C)(=O)=O)cc12	1.49
COC(=O)C1=C(C)NC2=C(C(=O)CCC2)C1c1ccccc1OC(C)C (stereo not given)	1.2
Cc1ccc(-c2nnc(Nc3ccc(O)cc3)c3ccccc23)cc1S(=O)(=O)N1CCOCC1	0.3
CCC(C)Cn1c(C)c2c(=O)n(-c3nc4ccccc4s3)[nH]c2cc1=O (stereo not given)	0.75
CCS(=O)(=O)n1nc(-c2ccccc2)nc1SC	1.49
CCOC(=O)/C(C#N)=C/N(C)c1ccc(O)cc1	-0.65
CCCCCCNC(=O)n1cc(F)c(=O)[nH]c1=O	0.83
COC(=O)/C(C#N)=C\c1cccn1-c1ccc(-n2nc(C)cc2C)cc1	-0.55
Cn1c2ccccc2c2cc(Cl)ccc21	-0.67
O=S1(=O)Cc2snnc2-c2cc(Cl)ccc21	1.17
CCn1c2ccccc2c2nnc(SCC(=O)Nc3nnc(C)s3)nc21	1.76
CC(=O)Oc1ccc(C2C(C(=O)OCc3ccccc3)=C(C)NC3=C2C(=O)CCC3)cc1 (stereo not given)	0.07
Cc1ccc(C(=O)CC2(O)C(=O)N(C(C)C)c3ccccc32)c(C)c1 (stereo not given)	-0.38
CCCCC(C(=O)OC)N1C(=O)C2C3c4ccccc4C(c4ccccc43)C2C1=O (stereo not given)	-0.46
CSc1c(C#N)c(-c2ccco2)nn1C	-0.88
Cc1csc2c(N3CC(C)OC(C)C3)ncnc12 (stereo not given)	-3.27
Cc1ccc(C2C3=C(NCCN=C3c3ccccc3)C(=O)N2c2ccccc2)cc1 (stereo not given)	0.78
N#Cc1c(SCc2ccc(Cl)cc2)nc2c(c1-c1cccs1)CCCC2	-0.53
Cc1cc(C(F)(F)F)n2nc(C(C)C)cc2n1	-0.62
N[C@@H](Cc1ccccc1)c1nnc(SCc2cccc(Cl)c2)o1	0.47
Cc1nc(Nc2ncc3c(n2)CC(c2ccco2)CC3=O)nc2ccccc12 (stereo not given)	-0.59
NS(=O)(=O)c1cc(Cl)cc(Cl)c1	-0.43
O=C(/C=C/C(=O)Oc1ccc(Cl)cc1Cl)Oc1ccc(Cl)cc1Cl	3.7*
CCc1cc2c[n+](C3CCCCC3)sc2s1	-1.15
O=C(Nc1ncn[nH]1)c1cc2ccccc2o1	4.93*
COC(OC)c1ccc2c(N)c(C#N)sc2n1	-0.2
CS(=O)(=O)/C(C#N)=C/Nc1ccc(OC(F)(F)F)cc1	2.73
COC(Cn1c(SCC(=O)c2ccccc2)nnc1-c1ccc(Cl)cc1)OC	0.45
Cc1onc(-c2ccccc2Cl)c1C(=O)N=S(C)(C)=O	-2.11
Cc1cc(C(F)(F)F)n2nc(-c3cccc(Br)c3)cc2n1	1.36
O=C(NNc1ncccc1C(F)(F)F)c1cccc(C(F)(F)F)c1	-0.2
N#C/C(=C\c1sccc1Oc1ccccc1)C(=O)C1CC1	-1.2
O=C(O)CC(CC(=O)Nc1ccc2ccccc2n1)c1ccccc1 (stereo not given)	0.68
COc1cccc(/C=N/NC(=O)CN2C(=O)CSc3ccccc32)c1	3.19*
CC(C)(C)CC(C)(C)NC(=O)/C=C/C(=O)O	0.58
Cc1nn2c3c(cnc2c1-c1ccc(F)cc1)C(=O)CC(c1cccc(Cl)c1)C3 (stereo not given)	0.34
O=C(O)/C=C/C(=O)NCCNc1ncnc2scc(-c3ccccc3)c12	-1.52

Only part of the results is shown; the hit share may differ from the screen's.
